# High-throughput results from PubChem BioAssay.
# hIAP block: human IAP inhibition; inhibition, % at 10 µM; P09923; purified IAP, CDP-Star luminescence, 30 min; AID 2544; 330,000 tested, 0.12% active;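 active means inhibition reaching a set limit with compound at 10 µM in the primary screen, cut at about 35% in these data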;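 further: plate controls were DMSO wells with enzyme for no effect and no-enzyme buffer wells for full effect; values of inactives mirror those of a sister screen read the other way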
# APOBEC3A inh: human APOBEC3A DNA deaminase inhibition | P31941 | recombinant A3A, FAM/TAMRA ssDNA deamination fluorescence | inhibition, % at 20 µM | 330,000 tested, 0.41% active | AID 493011;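 active means at least 40% inhibition at 20 µM here, with at most 30% in a related deaminase screen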;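 further: plate controls were A3A with DMSO for no effect and wells lacking A3A enzyme for full effect; some results filed as inactive read as strong as hits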
# Target sequence (P31941 whole entry, looked up): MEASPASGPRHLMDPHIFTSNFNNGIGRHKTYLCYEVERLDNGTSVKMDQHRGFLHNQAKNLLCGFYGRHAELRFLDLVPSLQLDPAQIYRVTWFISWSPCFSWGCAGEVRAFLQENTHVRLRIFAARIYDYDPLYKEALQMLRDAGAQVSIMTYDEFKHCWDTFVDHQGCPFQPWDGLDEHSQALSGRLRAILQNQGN
# SENP1 inh: inhibitors of human SENP1 SUMO protease catalytic domain; AID 624204; recombinant SENP1 catalytic domain, CyPet-SUMO1-YPet FRET cleavage; inhibition, % at 10 µM; 360,000 tested, 0.21% active;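 active means inhibition at least 30% at 10 µM, raw YFP signal under a set limit, fluorescence ratio 0.5 to 1.5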;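 further: 0% = enzyme with DMSO and 100% = no enzyme wells; some results filed as inactive read as strong as hits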
# Target sequence (Q9P0U3 419-644 limits assumed): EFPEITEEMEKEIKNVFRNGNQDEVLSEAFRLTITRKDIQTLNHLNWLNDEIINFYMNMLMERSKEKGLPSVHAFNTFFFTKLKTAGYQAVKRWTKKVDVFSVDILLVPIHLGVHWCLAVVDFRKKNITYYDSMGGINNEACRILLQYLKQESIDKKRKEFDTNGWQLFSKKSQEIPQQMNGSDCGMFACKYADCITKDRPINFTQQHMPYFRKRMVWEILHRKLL
#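 Material – human SENP1 catalytic domain · Input – SENP1 enzyme, 20 pM final · Compound dosing – single concentration of 10 µM compound, 0.5% DMSO final · Timing – enzyme reaction for 50 min at room temperature, dark · Measured by – FRET fluorescence in CFP and YFP emission channels · Control set – no-enzyme wells low, DMSO-plus-enzyme wells high control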
# A3G deaminase: APOBEC3G (human) deaminase inhibition; Q9HC16; recombinant A3G, ssDNA deamination FAM/TAMRA fluorescence; inhibition, % at 20 µM; 330,000 tested, 0.28% active; AID 493012;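 active means inhibition of at least 40% at 20 µM, with no more than 30% in the related APOBEC3A deaminase screen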;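 further: plate controls were DMSO wells with A3G for no effect and wells lacking A3G enzyme for full effect; some compounds called inactive have numbers as strong as hits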
# Target sequence (Q9HC16 whole entry, looked up): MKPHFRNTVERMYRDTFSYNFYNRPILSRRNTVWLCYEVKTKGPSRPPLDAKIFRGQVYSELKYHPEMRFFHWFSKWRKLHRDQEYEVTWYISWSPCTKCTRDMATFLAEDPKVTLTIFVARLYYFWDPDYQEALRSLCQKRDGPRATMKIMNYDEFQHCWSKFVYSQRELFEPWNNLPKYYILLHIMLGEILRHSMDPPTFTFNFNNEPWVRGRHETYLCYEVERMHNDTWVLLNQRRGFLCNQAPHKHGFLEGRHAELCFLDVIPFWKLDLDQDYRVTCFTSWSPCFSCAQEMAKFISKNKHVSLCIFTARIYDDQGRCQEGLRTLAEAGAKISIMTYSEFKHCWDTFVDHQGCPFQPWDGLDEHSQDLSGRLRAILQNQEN
# mIAP activ: increases mouse intestinal alkaline phosphatase activity | activation factor at 10 µM | muIAP, CDP-Star luminescence, 30 min; stronger effect = higher value; 1 = vehicle-only enzyme signal, 0 = enzyme-free wells | 330,000 tested, 0.24% active;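 active means activation factor of at least 2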; further: the source names both 10 and 20 µM as test concentration; values of inactives mirror those of a sister screen read the other way
#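 System: mouse IAP enzyme. Reagent: CDP-Star chemiluminescent phosphatase substrate. Benchmarks: DMSO wells, no-enzyme wells. Times: 30 min enzyme-substrate-compound incubation at room temperature. Detection: luminescence from enzymatic CDP-Star hydrolysis. Doses: test compounds delivered from DMSO solution.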
# mIAP block: blocks mouse intestinal alkaline phosphatase | purified mouse IAP, CDP-Star luminescence, 30 min | inhibition, % at 10 µM | 330,000 tested, 0.2% active | AID 2806;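 active means inhibition of at least 40% at 10 µM in the primary screen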;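 further: plate controls were DMSO with enzyme for no effect and no enzyme wells for full effect; values of inactives mirror those of a sister screen read the other way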
# beta cell repl: MIN6 beta-cell proliferation induction; MIN6 cells proliferation, ATPlite luminescence, 48 h; cells starved in 0.2% serum; 100% = growth in 10% serum; proliferation, % at 10 µM; 330,000 tested, 0.29% active; AID 2380;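 active means compounds whose signal lies at least 3.5 SD above the mean of all wells on their plate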;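 further: 0% = DMSO-treated cells in low-serum medium and 100% = 10% serum control; some compounds called inactive have numbers as strong as hits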
# NALP3 yeast inh: blocks the NALP3 inflammasome reconstituted in yeast. Yeast reconstituted NLRP3/ASC/caspase-1, beta-gal luminescence, 24 h. 330,000 tested, 0.39% active. inhibition, % at 10 µM. AID 2825;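 active means inhibition of 50% or more; inactive means inhibition below 50%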;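 further: plate controls were induced DMSO wells for no effect and uninduced yeast grown without galactose for full effect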
# hIAP activ: increases human intestinal alkaline phosphatase activity. P09923. purified human IAP, CDP-Star luminescence, 30 min; stronger effect = higher value; 1 = vehicle-only enzyme, 0 = enzyme-free background. activation factor at 10 µM. 330,000 tested, 0.16% active. AID 2524;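 active means activation factor of the enzyme at least 2-fold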; further: the source names both 10 and 20 µM as test concentration; values of inactives mirror those of a sister screen read the other way
# Active calls of the source: *. Not all compounds are listed; count on the stated rates, not on these rows.
# Every second line gives: hIAP block, APOBEC3A inh, SENP1 inh, A3G deaminase, mIAP activ, mIAP block, beta cell repl, NALP3 yeast inh, hIAP activ
- CCn1c(Nc2ccccc2Cl)nc2ccccc21
→ 4, -5, 2, -7, 1, -3, 0, 6, 0.96
- CCOc1ccc(N(CC(=O)NCCc2ccccc2)C(=O)CCC(=O)Nc2nccs2)cc1
→ 2, -2, 0, -6, 1, 0, -1, 17, 0.98
- Cc1ccc(NC(=O)Nc2c(C)n(C)n(-c3ccccc3)c2=O)cc1
→ 10, -3, 2, -2, 0.98, 2, -2, 1, 0.9
- C=C1CCN([C@@H](C)C(=O)NCCCCCC)S(=O)(=O)c2ccccc21
→ -1, -3, 1, -9, 0.94, 6, 1, -4, 1
- O=C(O)c1cc(-c2ccccc2Cl)n(-c2ccccc2)n1
→ 11, -3, 1, -6, 0.96, 4, 2, 3, 0.89
- O=C(COC(=O)c1ccc(Br)o1)NCC1CCCO1 (stereo not given)
→ 14, 5, 1, -6, 0.92, 8, -1, 0, 0.86
- CCN(CC)S(=O)(=O)c1cccc(C(=O)OCC(=O)c2ccc3c(c2)OCCO3)c1
→ -3, 0, 4, -4, 0.97, 3, 1, 21, 1
- Cc1cc(/C=N/n2cnnc2)c(C)n1-c1ccc(Cl)cc1Cl
→ 17, -2, 1, -4, 0.95, 5, -1, 1, 0.83
- Cc1ccc(-c2csc(NC(=O)c3ccccc3F)c2C(=O)O)cc1
→ -4, 5, -1, -4, 0.99, 1, -5, 71*, 1
- O=C(COc1ccc(S(=O)(=O)NC2CCCCC2)cc1Cl)NCC1CCCO1 (stereo not given)
→ 0, -3, 0, -8, 1.1, -8, 1, 9, 1
- COc1ccc(OC)c(NC(=O)N2CCCC(C)C2)c1 (stereo not given)
→ 10, -5, 1, -6, 0.94, 6, 8, 17, 0.9
- O=C(NCc1ccccc1)c1onc(CS(=O)(=O)c2ccc(Cl)cc2)c1C(=O)NCc1ccccc1
→ -4, 4, 1, 1, 0.88, 12, -2, 15, 1
- CC(C)C(=O)Nc1cccc(-c2csc(-c3ccccc3)n2)c1
→ -14, 0, 1, -1, 1.1, -12, -5, 35, 1.1
- O=C(Nc1cc(S(=O)(=O)N2CCOCC2)ccc1N1CCCC1)c1ccc(F)cc1
→ 8, 2, 0, 31, 0.9, 10, -3, 24, 0.93
- CC1CCN(C(=O)CCNS(=O)(=O)c2ccc(Cl)cc2)CC1
→ -19, -3, 3, -7, 0.97, 3, -2, 12, 1.2
- CCOC(=O)c1sc2ncn(CC(=O)NCC3CCCO3)c(=O)c2c1C (stereo not given)
→ 22, -5, 1, -3, 1.1, -14, -1, 13, 0.78
- O=C(Nc1ccc(Cl)c(C(F)(F)F)c1)[C@@H]1CC=C[C@@H]2CCN(Cc3ccc(Cl)c(Cl)c3)C(=O)[C@@H]21
→ -16, -2, 2, -5, 2, -99, -7, 17, 1.2
- Cc1nc(-c2cccc(NS(=O)(=O)c3ccc4ccccc4c3)c2)cs1
→ 6, 0, 1, -4, 1, -1, -5, 18, 0.94
- COc1ccc(CN=CC2=C(O)CNC2=O)cc1
→ -3, -4, 0, -6, 1, -3, -3, 29, 1
- Nc1nc(SCC(=O)NC2CCCC2)[nH]c(=O)c1NC(=O)c1cccs1
→ -3, -2, 3, -4, 1.1, -6, -2, 2, 1

# Sorted by count of non-hydrogen atoms (ascending): part of the list above.
# Every second line gives: hIAP block, APOBEC3A inh, SENP1 inh, A3G deaminase, mIAP activ, mIAP block, beta cell repl, NALP3 yeast inh, hIAP activ
- COc1ccc(CN=CC2=C(O)CNC2=O)cc1
→ -3, -4, 0, -6, 1, -3, -3, 29, 1
- CCn1c(Nc2ccccc2Cl)nc2ccccc21
→ 4, -5, 2, -7, 1, -3, 0, 6, 0.96
- CC1CCN(C(=O)CCNS(=O)(=O)c2ccc(Cl)cc2)CC1
→ -19, -3, 3, -7, 0.97, 3, -2, 12, 1.2
- Cc1ccc(NC(=O)Nc2c(C)n(C)n(-c3ccccc3)c2=O)cc1
→ 10, -3, 2, -2, 0.98, 2, -2, 1, 0.9

# Continuation.
# Every second line gives: hIAP block, APOBEC3A inh, SENP1 inh, A3G deaminase, mIAP activ, mIAP block, beta cell repl, NALP3 yeast inh, hIAP activ
- O=c1ccnc(S/C=C/c2ccccc2)[nH]1
→ -18, -5, -1, -9, 1.1, -6, -4, 8, 1.2
- COc1ccc(/C(O)=C2/C(=O)C(=O)N(c3nc(C)c(C)s3)C2c2ccco2)cc1 (stereo not given)
→ -6, 3, -22, 2, 0.89, 11, 1, 10, 1.1
- O=C1C2CC=CCC2C(=O)N1c1ccc(Cc2ccncc2)cc1 (stereo not given)
→ 12, -2, 7, -6, 0.97, 3, -3, 12, 0.88
- O=C(CNC(=O)c1cccc(Br)c1)N/N=C/c1cn[nH]c1-c1ccccc1
→ -5, 1, 3, -3, 1.1, -7, -3, 3, 1.1
- COc1ccc(N=Nc2cc(C)c(O)c(CN3CCCCC3)c2)cc1
→ 32, -5, 4, -4, 0.84, 16, -3, 15, 0.68
- CCOC(=O)CNC(=O)c1cccnc1
→ -1, 2, 1, -7, 1, 0, -1, 11, 1
- O=C(CSCC(=O)N1CCCCC1)Nc1nc(-c2ccc(Cl)s2)cs1
→ 18, 0, 1, -1, 0.92, 8, -5, 5, 0.82
- Cc1cc(OCC(=O)NN2C(=O)c3ccccc3C2=O)ccc1Cl
→ -4, -3, 2, -9, 0.89, 11, -3, 1, 1
- C/C(=N\O)C(=O)OC1CC(C)CCC1C(C)C (stereo not given)
→ 12, 1, 0, 1, 0.97, 3, 2, 10, 0.88
- Cc1ccc(OCc2cc(C(=O)NC3CCc4ccccc43)no2)cn1 (stereo not given)
→ -21, 4, 0, 0, 1.1, -7, -3, 32, 1.2
- CS(=O)(=O)Nc1cccc(C2=NN(C(=O)c3cccc([N+](=O)[O-])c3)C(c3cccs3)C2)c1 (stereo not given)
→ 3, -1, 0, -5, 0.94, 6, 1, 16, 0.97
- O=C(N/N=C/c1cccnc1)c1ccc2c(c1)OCCO2
→ 22, -3, -1, -5, 0.93, 7, -5, 8, 0.78
- O=C(O)CCC(=O)Nc1ccc(OCC2CCCO2)cc1 (stereo not given)
→ 15, -4, 1, -6, 1.1, -9, 0, 17, 0.85
- CN1C(=O)CSc2ccc(NC(=O)N3CCC(N4CCCCC4)CC3)cc21
→ -7, -5, 5, -5, 1, 0, -2, 12, 1.1
- Cn1cccc1C(=O)OCC(=O)N1c2ccccc2NC(=O)C1(C)C
→ 10, 2, 0, -6, 0.96, 4, -1, 10, 0.9
- Cc1csc(NC(=O)c2ccccc2[N+](=O)[O-])n1
→ 18, -1, -1, -6, 1, -3, -1, -4, 0.82
- Cc1cc(NC(=S)NC(=O)/C=C/c2ccc(S(=O)(=O)N3CCOCC3)cc2)ccc1Br
→ 14, -2, 0, -5, 0.86, 14, -6, 23, 0.85
- CCC1=NN(C(=O)Cc2ccccc2)C(O)(c2ccncc2)C1 (stereo not given)
→ 14, 34, -1, 7, 1.2, -19, 2, 2, 0.86
- CC(Oc1cccc2cccnc12)C(=O)N/N=C/c1ccccc1 (stereo not given)
→ 7, -1, 3, -6, 0.95, 5, 3, 22, 0.93
- O=C(CCNC(=O)c1ccc([N+](=O)[O-])cc1)Nc1cccc(S(=O)(=O)N2CCCCC2)c1
→ -4, 3, -2, -2, 0.96, 4, -3, -2, 1

# In the list so far, these contain a COOH group:
# Every second line gives: hIAP block, APOBEC3A inh, SENP1 inh, A3G deaminase, mIAP activ, mIAP block, beta cell repl, NALP3 yeast inh, hIAP activ
- O=C(O)c1cc(-c2ccccc2Cl)n(-c2ccccc2)n1
→ 11, -3, 1, -6, 0.96, 4, 2, 3, 0.89
- Cc1ccc(-c2csc(NC(=O)c3ccccc3F)c2C(=O)O)cc1
→ -4, 5, -1, -4, 0.99, 1, -5, 71*, 1
- O=C(O)CCC(=O)Nc1ccc(OCC2CCCO2)cc1 (stereo not given)
→ 15, -4, 1, -6, 1.1, -9, 0, 17, 0.85

# Other entries:
# Every second line gives: hIAP block, APOBEC3A inh, SENP1 inh, A3G deaminase, mIAP activ, mIAP block, beta cell repl, NALP3 yeast inh, hIAP activ
- O=C(O)CC(c1ccc(Cl)cc1)N1Cc2ccccc2C1=O (stereo not given)
→ -4, 1, 2, -2, 1.1, -9, -1, 0, 1
- O=C(O)CNS(=O)(=O)Cc1ccccc1
→ -17, -4, 0, -7, 1.1, -7, -2, -4, 1.2
- CC(C)CC(c1nnnn1C1CCCC1)N1CCN(C(=O)c2ccco2)CC1 (stereo not given)
→ -24, -1, -4, -7, 1, -3, 1, 5, 1.2
- COc1ccc(Oc2nc(C)nc3c2oc2ccccc23)cc1
→ -12, -4, 1, -5, 0.98, 2, -2, 42, 1.1
- CCN(CC)c1cc(C)c(C#N)c2nc3ccccc3n12
→ 2, 8, -33, 2, 1.1, -10, 1, 4, 0.98
- CN(C)S(=O)(=O)N1CCc2ccc(NC(=O)c3ccc(C(F)(F)F)cc3)cc2C1
→ -2, -6, 1, -3, 0.97, 3, -3, 9, 1
- CCc1nc(SCC(=O)NCc2ccco2)c2c3c(sc2n1)CCCC3
→ -7, -2, 2, -3, 1.1, -8, 0, 12, 1.1
- CCS(=O)(=O)CCn1c([N+](=O)[O-])cnc1C
→ 4, -4, -3, -6, 1.1, -8, 3, 9, 0.96
- Cc1cc(C)n(-c2ccc(C(=O)OCC(=O)Nc3ccccc3F)cc2)n1
→ 0, -2, 1, -5, 0.99, 1, 2, 23, 1
- O=C(COc1ccc2ccc(=O)oc2c1)N1CCN(c2ccccc2)CC1
→ 6, 1, -23, -4, 1, -5, -2, 1, 0.94
- Cc1noc(C)c1CSc1ccc(Br)cc1
→ 13, 1, 3, -3, 1, -1, -3, -8, 0.87
- COc1ccc(C(C)C)cc1S(=O)(=O)n1ccnc1C
→ 10, 3, 3, -1, 0.98, 2, -1, 6, 0.9
- COc1cc(/C=C/C(=O)NCCN2CCOCC2)cc(OC)c1OC
→ 8, 0, 3, -7, 0.98, 2, 0, 6, 0.93
- Cc1cc(NC(=S)N(CCN2CCCCC2)Cc2ccco2)ccc1Cl
→ 15, 0, -1, -10, 1, 0, -5, -7, 0.85
- CCCCn1c(N)c(N(CC)C(=O)C2COc3ccccc3O2)c(=O)[nH]c1=O (stereo not given)
→ -3, 28, 0, -2, 1.1, -6, 0, -1, 1

# Laid out differently: results already given
Structure | hIAP block | APOBEC3A inh | SENP1 inh | A3G deaminase | mIAP activ | mIAP block | beta cell repl | NALP3 yeast inh | hIAP activ
Cc1cc(C)n(-c2ccc(C(=O)OCC(=O)Nc3ccccc3F)cc2)n1 | 0 | -2 | 1 | -5 | 0.99 | 1 | 2 | 23 | 1
CCc1nc(SCC(=O)NCc2ccco2)c2c3c(sc2n1)CCCC3 | -7 | -2 | 2 | -3 | 1.1 | -8 | 0 | 12 | 1.1
CC(C)CC(c1nnnn1C1CCCC1)N1CCN(C(=O)c2ccco2)CC1 (stereo not given) | -24 | -1 | -4 | -7 | 1 | -3 | 1 | 5 | 1.2
